Screening results (PubChem)
PABP1 MLLE inh – inhibitors of PABP1 MLLE–PAM2 peptide binding, primary screen, biochemical, fluorescence polarization, FITC-PAM2, GST-MLLE | inhibition, % at 20 µM | 0.36% of 360,000 active | AID 588489, 2011; in the data active = inhibition above about 35%, passing the limit was not always enough;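 also: plate controls were DMSO wells with GST-MLLE for no effect and wells lacking GST-MLLE protein for full effect; some results filed as inactive read as strong as hits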
Rin1-Abl PPI inh – inhibitors of Rin1-Abl protein binding, primary screen, biochemical, TR-FRET; Tyrosine-protein kinase ABL1 (Homo sapiens) + Ras and Rab interactor 1 (Homo sapiens), …; inhibition, % at 7.35 µM; 0.4% of 360,000 active; AID 588664, 2011; in the data active = inhibition above about 5%, passing the limit was not always enough
MsrA inhibitor – bovine MsrA enzyme inhibitors, primary screen, biochemical, absorbance, HTS; purified bovine MsrA, absorbance read-out; Methionine sulfoxide reductase A (Bos taurus); AID 651718, 2012; 0.75% of 360,000 active; inhibition, % at 15.5 µM; in the data active = inhibition above about 4.5%;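 also: 0% = vehicle wells with enzyme and 100% = reference inhibitor wells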
E coli Lon inh – inhibitors of E. coli Lon protease, primary screen, biochemical, fluorescence polarization; P0A9M0; purified E. coli Lon protease; inhibition, % at 7.94 µM; 0.42% of 360,000 active; AID 602123, 2011; in the data active = inhibition above about 13%, passing the limit was not always enough;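 also: 0% = enzyme with probe and DMSO and 100% = no enzyme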
FAS TE block – FAS thioesterase domain inhibitors, primary screen, biochemical, fluorescence intensity, uHTS; recombinant FAS-TE, OMFH fluorogenic substrate, fluorescence endpoint; inhibition, % at 15 µM; 0.67% of 360,000 active; AID 602261, 2012;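 active = compounds whose normalised, plate-corrected inhibition of enzyme fluorescence in the single-dose primary screen is 50% or more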;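 also: 0% = DMSO with enzyme and 100% = substrate without enzyme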
CSN deneddyl inh – inhibitors of CSN-mediated cullin deneddylation, primary screen, biochemical, fluorescence polarization, uHTS; inhibition, % at 12.5 µM; 0.38% of 360,000 active; COP9 signalosome complex subunit 5 (Homo sapiens), Q92905; Purified CSN, SCF-Nedd8-OG deneddylation;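 active = pattern-corrected inhibition above about 35%, with an unprinted fluorescence ratio check between 0.5 and 1.5, limit read from the data, passing the limit was not always enough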;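 also: 0% = enzyme with substrate and 100% = substrate without enzyme; some results filed as inactive read as strong as hits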
Target sequence (Q92905 whole entry, looked up, one chain of several): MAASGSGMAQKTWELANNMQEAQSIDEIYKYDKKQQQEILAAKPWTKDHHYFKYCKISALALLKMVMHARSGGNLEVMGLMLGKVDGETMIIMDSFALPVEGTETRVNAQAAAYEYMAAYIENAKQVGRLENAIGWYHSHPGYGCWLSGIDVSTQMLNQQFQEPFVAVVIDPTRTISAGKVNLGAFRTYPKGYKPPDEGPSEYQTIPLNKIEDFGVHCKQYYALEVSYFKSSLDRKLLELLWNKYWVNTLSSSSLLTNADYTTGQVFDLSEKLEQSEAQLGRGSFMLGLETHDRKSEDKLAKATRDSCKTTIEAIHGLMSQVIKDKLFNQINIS
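Schedule: reaction 90 min, room temperature / Assay system: HEK293T-derived human Csn5 enzyme / Input: Csn5 at 0.24 nM final / Measure: inhibition of Csn5 cleavage, % / Control set: substrate-only high control, full reaction low control / Technique: fluorescence polarization of the substrate / Buffer or medium: Tris/NaCl/DTT buffer, pH 7.5 / Reagent: SCFSkp2-Nedd8OG substrate at 10 nM final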
Rpn11 inh – Rpn11 (PSMD14) deubiquitinase inhibitors, primary screen, biochemical, fluorescence polarization, uHTS; 26S proteasome non-ATPase regulatory subunit 14 (Homo sapiens), O00487; human 26S proteasome, Ub4-pepOG fluorescence polarization; 20S core pre-blocked with epoxomicin; calls only at 20 µM; 0.59% of 360,000 active; AID 588493, 2011;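 active = inhibition at 20 µM, scaled to each plate's controls, above about 33%, limit read from the data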
Target sequence (O00487 whole entry, looked up): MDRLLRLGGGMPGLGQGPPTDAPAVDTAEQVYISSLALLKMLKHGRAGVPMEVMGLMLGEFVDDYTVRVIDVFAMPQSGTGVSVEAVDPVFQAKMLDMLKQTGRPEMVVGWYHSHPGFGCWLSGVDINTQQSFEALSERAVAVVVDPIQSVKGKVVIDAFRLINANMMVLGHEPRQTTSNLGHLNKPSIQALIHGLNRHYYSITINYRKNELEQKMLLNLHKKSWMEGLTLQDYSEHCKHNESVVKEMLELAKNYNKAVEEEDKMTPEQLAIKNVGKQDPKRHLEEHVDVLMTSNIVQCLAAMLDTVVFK
MT1-MMP act inh – blockers of MT1-MMP proenzyme processing, primary screen, HT1080 RFP-PRO-GFP cells, GFP/RFP fluorescence | Matrix metalloproteinase-14 (Homo sapiens), P50281 | GFP/RFP ratio fluorescence, overnight; percent of plate control window, DMSO zero | GFP/RFP ratio change, % at 20 µM | 0.061% of 360,000 active | AID 651647, 2012;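 active = GFP/RFP ratio change of at least 30% with cell ATP level not reduced by more than half and red fluorescence within 50% of control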; also: strong numbers were not always called active
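Test system: HT1080 RFP-PRO-GFP cells; Benchmarks: DMSO and RFP-L50D-GFP cell wells; Timing: cells overnight before dosing, compound overnight, 37 °C, 5% CO2; Compound: one 20 µM compound dose with 1% DMSO; Read-out: GFP/RFP fluorescence ratio.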
MsrA act – bovine MsrA enzyme activators, primary screen, biochemical, absorbance, HTS; purified bovine MsrA, absorbance read-out; activation, % at 10.6 µM; 0.3% of 360,000 active; AID 602163, 2012; in the data active = activation above about 7.5%;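 also: 0% = vehicle and 100% = reference activator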
Active calls of the source: *; i = inactive; + = active, no number.

Results follow in this order: PABP1 MLLE inh	Rin1-Abl PPI inh	MsrA inhibitor	E coli Lon inh	FAS TE block	CSN deneddyl inh	Rpn11 inh	MT1-MMP act inh	MsrA act
> CC(=O)c1ccc(N2C(=NC(=O)C3CCCO3)SC3CS(=O)(=O)CC32)cc1 (configuration not stated)
 : -4.8	-1.6	0.2	10.8	-10.7	-0.1	i	-0.3	-1.0
> CC(Sc1ccc(Cl)cc1)C(=O)NNC(=O)c1ccccc1O (configuration not stated)
 : 10.1	-1.8	0.4	6.9	13.4	-1.1	i	4.3	-0.8
> CC(C)Cn1c(=O)c2c(c3ccccc31)OC(C)C(=O)N2 (configuration not stated)
 : -3.7	-1.2	0.7	-2.0	-5.2	-3.8	i	3.3	-5.2
> Cc1nc(C)c(C(=O)OCC(=O)N(C)c2ccccc2)s1
 : -2.3	-2.8	-0.6	-4.0	-8.9	-0.3	i	4.4	-2.4
> O=C(CN1CCC(O)(c2ccc3c(c2)OCO3)CC1)NC1CCCCC1
 : 4.2	1.6	1.3	2.1	-3.4	-4.5	i	0.5	-2.8
> O=C(Nc1cccc2ncccc12)c1ccc(Br)c([N+](=O)[O-])c1
 : -11.0	0.6	0.1	-1.1	5.1	4.7	i	0.1	-1.3
> Cc1ccc(NC(=O)CCC(=O)c2cc(C)sc2C)nc1
 : 9.0	-1.0	-0.7	-16.2	-3.9	28.0	i	-7.1	-3.2
> O=C1CC(NNC(=O)c2ccc(Br)cc2)C(=O)N1 (configuration not stated)
 : 0.8	2.2	0.1	-0.3	-6.1	2.0	i	2.5	-2.6
> Cc1cccc(C)c1NC(=O)C1CC2CCC1C2 (configuration not stated)
 : 6.1	1.4	0.8	6.4	-0.5	2.5	i	2.0	-1.4
> O=C(CSc1nnnn1-c1ccc2c(c1)OCCO2)N1CCN(C(=O)c2ccco2)CC1
 : -3.0	3.0	-0.2	-0.5	-10.3	-1.9	i	0.9	-4.0
> COCCCNC(=O)CN(c1cc(OC)ccc1OC)S(=O)(=O)c1ccccc1
 : 6.7	-1.2	1.2	0.9	-2.8	-5.2	i	-7.6	-3.0
> CSc1ccccc1NC(=O)CN(C)C(=O)C1CC(=O)N(C(C)c2ccccc2)C1 (configuration not stated)
 : -20.9	5.5	2.4	-0.7	-2.3	-5.3	i	-1.7	-0.7
> CC1(C)C(=O)Nc2ccccc2N1C(=O)COC(=O)CSc1ccc(F)cc1
 : -12.4	1.8	-0.6	14.7	4.4	-1.7	i	2.9	-1.5
> CCOC(=O)c1c(NC(=O)C[n+]2ccc(Cc3ccccc3)cc2)sc(C)c1C
 : 3.3	-3.1	-1.3	7.5	-4.3	0.6	i	-15.1	-2.7
> Cc1cccc(C2Nc3ccccc3C(=O)N2c2ccccc2)n1 (configuration not stated)
 : 0.3	0.2	0.3	-9.0	-2.9	5.2	i	-6.9	-2.2
> CCOC(=O)C1NN=C(C(=O)c2ccccc2)C1c1ccccc1 (configuration not stated)
 : 10.0	0.4	1.0	0.8	-3.2	3.6	i	3.4	-2.0
> NS(=O)(=O)c1ccc(NC(=O)NC2CC(=O)N(c3ccc4c(c3)OCCO4)C2)cc1 (configuration not stated)
 : 9.9	2.3	-0.2	-0.6	-4.0	1.0	i	0.8	11.2*
> CC1(Cc2ccccc2C#N)C(=O)Nc2ccc(-c3ccccc3)cc21 (configuration not stated)
 : 11.2	-3.3	0.2	-6.3	17.0	-0.5	i	0.6	-1.3
> COc1ccc(N2CCN(S(=O)(=O)CCNC(=O)COc3cccc(OC)c3)CC2)cc1
 : -13.5	-3.1	-0.5	2.5	3.9	-2.0	i	-0.7	-2.1
> Cc1c(NC(=O)CSc2nnc(-c3ccco3)n2-c2ccccc2)c(=O)n(-c2ccccc2)n1C
 : 13.0	-1.8	-0.6	8.9	-4.2	-0.7	i	3.7	5.6

Retrieved by structure from above:
Results follow in this order: PABP1 MLLE inh	Rin1-Abl PPI inh	MsrA inhibitor	E coli Lon inh	FAS TE block	CSN deneddyl inh	Rpn11 inh	MT1-MMP act inh	MsrA act
> COCCCNC(=O)CN(c1cc(OC)ccc1OC)S(=O)(=O)c1ccccc1
 : 6.7	-1.2	1.2	0.9	-2.8	-5.2	i	-7.6	-3.0
> O=C(CN1CCC(O)(c2ccc3c(c2)OCO3)CC1)NC1CCCCC1
 : 4.2	1.6	1.3	2.1	-3.4	-4.5	i	0.5	-2.8

(list continues)
Results follow in this order: PABP1 MLLE inh	Rin1-Abl PPI inh	MsrA inhibitor	E coli Lon inh	FAS TE block	CSN deneddyl inh	Rpn11 inh	MT1-MMP act inh	MsrA act
> O=C(CSc1nc(-c2ccccc2Cl)ns1)NCc1ccc2c(c1)OCO2
 : -4.9	-0.1	-1.1	-6.8	18.1	2.7	i	4.1	-0.9
> CCOC(=O)C(C)Oc1ccc2c(C)cc(=O)oc2c1C(C)=O (configuration not stated)
 : 3.9	-1.4	2.9	-2.1	4.3	-6.6	i	4.4	-11.5
> C[C@@H]1CN([C@H](C)CO)C(=O)c2cc(Br)cnc2O[C@@H]1CN(C)Cc1cncnc1
 : 11.4	-1.4	0.5	8.0	-3.0	1.0	i	0.0	-4.7
> Cc1c(/C=N/Nc2ccc(C(=O)O)cc2)c2ccccc2n1C
 : 3.6	-3.0	0.5	-16.8	1.3	-2.6	i	-11.3	-7.6
> Brc1ccc(C2=Nn3c(Cn4nnc5ccccc54)nnc3SC2)cc1
 : 30.8	-1.1	-1.5	2.8	0.3	-0.9	i	2.2	-0.9
> Cc1cccc(OCC(=O)N(Cc2ccc(F)cc2)C2CCS(=O)(=O)C2)c1C (configuration not stated)
 : -5.8	0.8	-1.5	-3.6	5.7	1.4	i	-0.2	-3.9
> CCCCCC/C=N/Nc1nnc(Cc2ccc(OC)c(OC)c2)c(=O)[nH]1
 : 7.4	1.8	0.0	-1.3	-4.5	-0.5	i	-4.3	-4.9
> CCC(=O)N1CCc2cc(S(=O)(=O)CCC(=O)NCc3ccc4c(c3)OCO4)ccc21
 : -2.4	0.8	-1.7	-8.9	-1.9	3.1	i	5.3	-1.0
> CCc1nc2ccccc2c(=O)n1/N=C/c1ccc(OC)cc1
 : 2.9	0.2	-1.5	-0.8	-0.4	-5.3	i	0.8	-1.6
> C=C(C)c1cccc(C(C)(C)NC(=O)N2CCN(c3ccccc3OC)CC2)c1
 : 0.9	0.2	-0.3	-8.2	-3.0	-3.0	i	-0.1	4.0
> CC(C)Cn1c(N)c(C(=O)COC(=O)c2cccc(F)c2)c(=O)n(C)c1=O
 : 10.1	-1.3	-0.5	-2.2	2.9	-0.3	i	-0.9	-7.6
> Cc1ccc2cccc(Oc3ncnc4scc(-c5ccccc5)c34)c2n1
 : -4.4	-0.6	0.5	0.8	30.5	0.4	i	-10.2	0.9
> COc1ccc(C(=O)OCC(=O)NC(=O)NC2CCCC2)cc1OC
 : -0.1	1.8	-0.8	-2.0	-8.9	-1.1	i	7.0	-1.3
> CC(=O)Oc1cc(C(C)C)c(OCCN(C)C)cc1C
 : -3.3	-2.5	-0.3	2.7	1.3	-2.4	i	-6.8	-0.9
> O=C(N/N=C/c1ccc[nH]1)c1ccccc1OCc1ccccc1Cl
 : -3.6	-1.6	1.5	-11.5	11.8	12.5	i	-3.3	-3.3
> COc1ccc(NC(=O)c2cc(-c3cc(Cl)ccc3C)n[nH]2)c(OC)c1
 : 11.9	1.9	0.7	-10.6	18.5	2.5	i	-1.5	-0.8
> O=C(Nc1nnc(-c2cc(Cl)ccc2Cl)o1)C1=COCCO1
 : -18.7	1.2	-0.8	2.7	-3.9	-0.3	i	1.9	-2.0
> O=C1C(Cl)=C(NS(=O)(=O)c2ccc([N+](=O)[O-])cc2)C(=O)c2ccccc21
 : 33.9	-4.5	0.0	6.2	31.6	6.7	i	-6.1	-3.0
> O=C(CC1Sc2ccccc2NC1=O)NCc1ccccc1 (configuration not stated)
 : 1.1	-4.5	-1.0	4.7	-6.3	0.3	i	1.9	-2.3
> O=C(NNC(=O)c1cc2ccccc2cc1O)c1cccs1
 : -5.8	-1.8	2.4	2.1	8.1	5.5	i	4.4	0.5
> N#Cc1ccc(-c2ccc(F)cc2)nc1Oc1ccc(Cl)c(Cl)c1
 : 0.8	-1.5	0.6	6.3	0.1	3.7	i	4.9	-1.2
> COc1ccccc1N1C(=N)S/C(=C\c2ccc(-c3ccccc3C(=O)O)o2)C1=O
 : -88.9	0.2	0.1	-62.3	-1.4	35.5*	+	-33.1	-3.7
> CCN(C(=O)c1ccc(NC(=O)c2ccco2)cc1)c1ccccc1
 : 10.8	-2.8	-0.5	-3.0	-3.5	-1.1	i	0.9	-4.8
> Cc1ccc(SCc2nn(C)c(Cl)c2C=O)cc1
 : 9.6	1.6	-0.9	-5.4	7.0	-19.1	i	0.7	-2.5
> O=C(CN1CCN(S(=O)(=O)c2ccc(F)c(Cl)c2)CC1)N1CCc2ccccc2C1
 : 1.0	2.6	0.3	-7.7	18.2	3.1	i	-3.6	-0.9
> CCC(c1nnnn1C(C)C)N1CCN(C2CCCC2)CC1 (configuration not stated)
 : 9.2	3.0	-1.7	-2.7	-5.6	5.8	i	0.7	-4.4
> CCOC(=O)/C(=N/Nc1ccccc1OC)N1CCCc2ccccc21
 : 7.3	3.5	0.3	-6.4	32.2	2.6	i	-2.5	-1.2
> Cc1ccc(C)c2[nH]c(=O)c(CCNS(=O)(=O)c3ccccc3)cc12
 : 2.0	0.5	-0.6	5.9	-0.6	4.9	i	-0.6	-5.5
> O=C(CSc1ccccn1)Nc1ccc2c(c1)OCCO2
 : -3.8	0.3	0.9	-9.6	-5.3	106.5	i	2.3	-1.6
> C[C@H](CO)N1C[C@H](C)[C@@H](CN(C)Cc2ccc(C(=O)Nc3ccccc3N)cc2)Oc2c(NC(=O)C3CCCCC3)cccc2C1=O
 : -5.7	5.5	-0.7	3.3	-5.6	-6.4	i	1.1	1.9
> COCCNC(=O)c1oc2ccc3c(c2c1C)C(O)CC(C)(C)O3 (configuration not stated)
 : -5.5	0.9	0.1	3.5	-5.6	0.5	i	5.3	0.6
> CC(C(=O)O)N1C(=O)CSC1=S (configuration not stated)
 : 27.8	0.5	0.1	3.2	-6.9	3.9	i	48.7	-4.2
> CSc1n[nH]c(=O)n1C1CCCCC1
 : 0.4	-3.4	0.0	-3.7	-4.2	5.2	i	0.2	-1.3
> CCCS(=O)(=O)N1CCC(C(=O)NCCN2CCCC2)CC1
 : -4.7	-1.1	-0.9	-11.7	-6.7	-4.7	i	5.1	-6.0
> Cc1ccc(Cn2nc(C)c(NC(=O)CCCn3nc([N+](=O)[O-])c(Cl)c3C)c2C)cc1
 : 5.3	2.7	-1.2	8.9	7.7	3.2	i	5.8	-11.0
> CSc1ccccc1C(=O)Nc1ccc(S(=O)(=O)NC2=NCCCCC2)cc1
 : 12.3	-2.1	-0.5	-0.5	-6.4	1.9	i	0.9	-4.4
> CC(=O)NC1C(Oc2ccc(C=O)cc2)OC(COC(C)=O)C(OC(C)=O)C1OC(C)=O (configuration not stated)
 : -5.8	-0.6	-0.9	-6.7	-5.1	-2.1	i	0.1	-0.7
